Screens deposited in PubChem BioAssay by Sanford-Burnham Center for Chemical Genomics.
HKDC1 inhibitor = blocks human hexokinase HKDC1 activity | recombinant HKDC1, G6PDH/diaphorase resazurin coupled fluorescence | inhibition, % at 20 µM | actives 0.16% (n = 340,000);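 active = inhibition above about 35% when tested at 20 µM, limit read from the data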;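 note: plate controls were DMSO wells with enzyme for no effect and DMSO wells lacking enzyme for full effect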
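Test system: recombinant HKDC1 (HK5) hexokinase enzyme, produced in-house; Amount: enzyme 5 µg/mL final; Buffer or medium: Tris pH 8.0 buffer with MgCl2, Tween-20, BSA, BME; Reagent: glucose and ATP substrates; Doses: 20 µM test compound, 1% DMSO; Incubation: 90 min reaction incubation at room temperature, dark; Detection: resorufin fluorescence at 613 nm.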
SENP8 block-1 = inhibitors of human SENP8 protease; Q96LD8; actives 1.2% (n = 330,000); purified SENP8, Z-RLRGG-aminoluciferin cleavage, luminescence; inhibition, % at 10 µM; AID 2540; in the data active = inhibition above about 50%
SENP6 inh = SENP6 protease inhibition. Q9GZR1. Recombinant SENP6 catalytic domain, aminoluciferin luminescence. inhibition, % at 10 µM. actives 1.8% (n = 330,000). AID 2599;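 active = inhibition above about 50% at the single tested dose, limit read from the data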;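 note: plate controls were DMSO wells with enzyme for no effect and DMSO wells lacking enzyme for full effect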
PfG6PD inh = PfG6PD (Plasmodium falciparum) enzyme inhibition. PfGluPho enzyme, NADPH resazurin-diaphorase fluorescence. inhibition, % at 20 µM. actives 0.78% (n = 350,000);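 active = inhibition reaching at least a set limit at 20 µM in the primary screen, cut at about 59% in these data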;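 note: 0% = DMSO wells with substrate and 100% = DMSO wells lacking glucose-6-phosphate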
SENP7 block = blocks the human protease SENP7; recombinant SENP7, Z-RLRGG-aminoluciferin luminescence, 40 min; actives 1.5% (n = 330,000); inhibition, % at 5 µM;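 active = inhibition above about 50% at the single test dose, limit read from the data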;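 note: plate controls were DMSO with enzyme for no effect and no enzyme buffer wells for full effect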
NALP3 yeast inh = blocks the NALP3 inflammasome reconstituted in yeast; inhibition, % at 10 µM; actives 0.39% (n = 330,000); AID 2825; Yeast reconstituted NLRP3/ASC/caspase-1, beta-gal luminescence, 24 h;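 active = inhibition of 50% or more; inactive = inhibition below 50%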;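 note: plate controls were induced DMSO wells for no effect and uninduced yeast grown without galactose for full effect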
Apaf-1 inh = blocks human Apaf-1 apoptosome activity. actives 0.71% (n = 330,000). reconstituted apoptosome caspase-3 activity, DEVD-Rh110 fluorescence. inhibition, % at 20 µM. AID 489030. O14727; active = inhibition of at least 40% at 20 µM;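 note: plate controls were DMSO wells for no effect and DEVD-CHO caspase inhibitor wells for full effect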
Target sequence (O14727 whole entry, looked up): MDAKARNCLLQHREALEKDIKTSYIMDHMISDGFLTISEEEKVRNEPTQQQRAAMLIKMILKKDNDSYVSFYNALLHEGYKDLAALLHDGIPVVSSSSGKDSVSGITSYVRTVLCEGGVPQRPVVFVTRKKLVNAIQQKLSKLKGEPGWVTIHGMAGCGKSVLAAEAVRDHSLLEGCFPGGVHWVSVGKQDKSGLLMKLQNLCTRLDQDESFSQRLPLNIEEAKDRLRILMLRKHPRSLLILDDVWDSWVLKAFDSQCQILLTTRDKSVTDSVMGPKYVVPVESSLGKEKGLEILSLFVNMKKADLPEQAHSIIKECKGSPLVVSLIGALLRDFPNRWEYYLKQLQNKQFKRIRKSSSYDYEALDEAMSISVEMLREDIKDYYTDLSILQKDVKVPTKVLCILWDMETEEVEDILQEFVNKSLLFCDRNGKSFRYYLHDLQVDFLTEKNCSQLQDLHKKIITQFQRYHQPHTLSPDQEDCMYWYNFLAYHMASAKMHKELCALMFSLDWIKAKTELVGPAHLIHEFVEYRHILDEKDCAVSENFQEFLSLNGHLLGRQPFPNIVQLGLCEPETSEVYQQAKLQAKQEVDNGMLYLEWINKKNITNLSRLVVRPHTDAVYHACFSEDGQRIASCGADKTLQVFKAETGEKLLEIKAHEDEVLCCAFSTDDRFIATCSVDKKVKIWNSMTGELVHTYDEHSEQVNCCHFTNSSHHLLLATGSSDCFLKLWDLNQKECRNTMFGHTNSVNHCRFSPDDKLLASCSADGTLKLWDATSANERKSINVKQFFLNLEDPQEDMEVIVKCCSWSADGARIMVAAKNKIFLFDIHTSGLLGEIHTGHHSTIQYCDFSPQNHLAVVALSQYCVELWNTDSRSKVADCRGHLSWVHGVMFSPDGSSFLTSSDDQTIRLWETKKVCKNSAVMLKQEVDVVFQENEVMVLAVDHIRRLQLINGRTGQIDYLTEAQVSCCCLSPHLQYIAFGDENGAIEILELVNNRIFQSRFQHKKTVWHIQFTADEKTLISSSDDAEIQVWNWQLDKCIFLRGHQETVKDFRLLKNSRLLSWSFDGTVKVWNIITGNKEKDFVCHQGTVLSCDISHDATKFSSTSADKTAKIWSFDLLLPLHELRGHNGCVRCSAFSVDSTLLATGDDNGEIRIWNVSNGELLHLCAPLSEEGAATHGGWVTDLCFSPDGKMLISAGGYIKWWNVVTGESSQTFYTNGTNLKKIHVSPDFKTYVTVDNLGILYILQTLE
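Medium: Hepes buffer, pH 7.5 / System: biochemical Apaf-1 apoptosome reconstitution / Measured by: Rh110 fluorescence, excitation 480 nm, emission 540 nm / Times: compound with Apaf-1, dATP, procaspase-3 30 min, then 50 min reaction, room temperature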
SENP8 block-2 = blocks human SENP8 cleavage of Nedd8 substrate; Q96LD8; recombinant SENP8, Nedd8 substrate fluorescence; inhibition, % at 20 µM; actives 0.64% (n = 360,000); AID 602440; in the data active = inhibition mostly above about 40%, no sharp cut-off; inactive = mostly below about 27%
SENP1 inh = SENP1 (human) catalytic domain inhibition; inhibition, % at 10 µM; recombinant SENP1 catalytic domain, CyPet-SUMO1-YPet FRET cleavage; actives 0.21% (n = 360,000); Q9P0U3; AID 624204;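 active = inhibition at least 30% at 10 µM, raw YFP signal under a set limit, fluorescence ratio 0.5 to 1.5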;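 note: 0% = enzyme with DMSO and 100% = no enzyme wells; some results filed as inactive read as strong as hits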
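Assay system: hSENP1 catalytic domain, recombinant. Amount: SENP1 enzyme, 20 pM final. Schedule: 50 min reaction, RT, dark. Technique: FRET, CFP and YFP emission. Control set: no-enzyme wells low, DMSO-plus-enzyme wells high control.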
Active calls of the source: *; i = inactive; · = no result given. Outcome played no part in choosing rows; about 4.1% have a hit in one of these screens.

Start of the listing, in advance (14 entries):
SMILES	HKDC1 inhibitor	SENP8 block-1	SENP6 inh	PfG6PD inh	SENP7 block	NALP3 yeast inh	Apaf-1 inh	SENP8 block-2	SENP1 inh
CC(=O)NC(CC(=O)O)c1ccccc1 (stereo not drawn)	-3	-4	-15	-3	0	-12	-20	10	0
CS(=O)(=O)N1CCCC(C(=O)NCc2ccccc2Cl)C1 (stereo not drawn)	-14	-8	3	-3	2	12	-12	11	0
COc1ccc(C(=O)Nc2ccc(F)cc2F)cc1	-9	65*	76*	11	4	18	-20	17	1
CC(=O)N1CCN(Cc2nc3cc(NS(C)(=O)=O)ccc3n2C)CC1	-8	1	2	3	-1	3	-20	6	2
NS(=O)(=O)c1ccc(CNS(=O)(=O)c2ccc3ccccc3c2)cc1	6	13	-2	-10	3	7	4	-3	1
CCOC(=O)C1=C(C)N=C(/N=C/N(C)C)SC1c1ccccc1 (stereo not drawn)	-12	6	-6	-6	-5	-12	-12	12	1
Cc1ccc(NC(=O)COC(=O)c2c[nH]c3ccccc23)cc1C	-3	-1	-1	19	4	5	-6	8	-2
Cc1ccc(N2C(=O)[C@@H]3C(c4ccc(F)cc4)=NO[C@@H]3C2=O)cc1	4	-3	-6	-16	-8	1	4	13	3
Cc1c(-c2ccccc2)nc(N)c(C#N)c1-c1cccs1	-7	-1	-4	-6	-2	16	0	-249	0
CCOC(=O)CSC1=C(C#N)C(c2ccc(Cl)cc2)C(C(=O)OC)C(=O)N1 (stereo not drawn)	4	-8	-5	-1	-2	1	16	-2	0
COc1cc(/C=C/C(=O)N2CCc3ccccc3C2)cc(OC)c1OC	-9	-12	-16	9	13	13	-8	-95	0
O=C(OCC(=O)N1CCN(c2ccccc2)CC1)c1nc(Cl)ccc1Cl	-4	-7	-14	5	7	15	2	-2	0
CC1CCCCC1NC(=O)CN1CCC(NC(=O)c2ccc([N+](=O)[O-])cc2)CC1 (stereo not drawn)	-6	9	5	-10	9	-4	-3	11	-1
Cc1nc(-n2nnc3cc(C)c(C)cc32)c2c3c(sc2n1)CCCC3	4	2	-7	-15	7	-13	8	-194	-2

Main list, from the start:
SMILES	HKDC1 inhibitor	SENP8 block-1	SENP6 inh	PfG6PD inh	SENP7 block	NALP3 yeast inh	Apaf-1 inh	SENP8 block-2	SENP1 inh
CC(=O)NC(CC(=O)O)c1ccccc1 (stereo not drawn)	-3	-4	-15	-3	0	-12	-20	10	0
CS(=O)(=O)N1CCCC(C(=O)NCc2ccccc2Cl)C1 (stereo not drawn)	-14	-8	3	-3	2	12	-12	11	0
COc1ccc(C(=O)Nc2ccc(F)cc2F)cc1	-9	65*	76*	11	4	18	-20	17	1
CC(=O)N1CCN(Cc2nc3cc(NS(C)(=O)=O)ccc3n2C)CC1	-8	1	2	3	-1	3	-20	6	2
NS(=O)(=O)c1ccc(CNS(=O)(=O)c2ccc3ccccc3c2)cc1	6	13	-2	-10	3	7	4	-3	1
CCOC(=O)C1=C(C)N=C(/N=C/N(C)C)SC1c1ccccc1 (stereo not drawn)	-12	6	-6	-6	-5	-12	-12	12	1
Cc1ccc(NC(=O)COC(=O)c2c[nH]c3ccccc23)cc1C	-3	-1	-1	19	4	5	-6	8	-2
Cc1ccc(N2C(=O)[C@@H]3C(c4ccc(F)cc4)=NO[C@@H]3C2=O)cc1	4	-3	-6	-16	-8	1	4	13	3
Cc1c(-c2ccccc2)nc(N)c(C#N)c1-c1cccs1	-7	-1	-4	-6	-2	16	0	-249	0
CCOC(=O)CSC1=C(C#N)C(c2ccc(Cl)cc2)C(C(=O)OC)C(=O)N1 (stereo not drawn)	4	-8	-5	-1	-2	1	16	-2	0
COc1cc(/C=C/C(=O)N2CCc3ccccc3C2)cc(OC)c1OC	-9	-12	-16	9	13	13	-8	-95	0
O=C(OCC(=O)N1CCN(c2ccccc2)CC1)c1nc(Cl)ccc1Cl	-4	-7	-14	5	7	15	2	-2	0
CC1CCCCC1NC(=O)CN1CCC(NC(=O)c2ccc([N+](=O)[O-])cc2)CC1 (stereo not drawn)	-6	9	5	-10	9	-4	-3	11	-1
Cc1nc(-n2nnc3cc(C)c(C)cc32)c2c3c(sc2n1)CCCC3	4	2	-7	-15	7	-13	8	-194	-2
CC(Oc1ccc(F)cc1)C(O)CCN(C)C (stereo not drawn)	-9	3	-4	26	-1	10	-2	3	-2
CCOC(=O)C1=CN2CCCC[C@@H]2CC1=O	-6	7	2	0	4	13	-2	-14	-7
COC(=O)C1CCN(C(=O)CSc2nc3ccc(OC)cc3[nH]2)CC1	-3	3	-8	-20	4	8	2	18	0
O=C1COc2ccc(C(=O)COC(=O)c3ncc(Cl)c(Cl)c3Cl)cc2N1	-1	6	-6	-4	-1	10	7	8	3
Cc1ccc(OCC(=O)NC2CCS(=O)(=O)C2)cc1 (stereo not drawn)	-10	-2	-17	4	-5	8	-12	12	1
COc1ccccc1N1CCN(c2ccc(S(=O)(=O)N3CCN(C)CC3)cn2)CC1	-5	-3	-2	-16	8	15	7	2	2
COc1ccc(S(=O)(=O)N2CCCCC2)cc1-n1cnnn1	-13	5	10	-6	11	6	10	3	1
COC(=O)c1ccc(Cn2nnc3c(=O)[nH]c(C4CCCN(S(=O)(=O)c5ccccc5)C4)nc32)cc1 (stereo not drawn)	-2	7	-1	11	-1	9	29	12	-2
CCn1cc(C(=O)NCCC(=O)NCCO)c(=O)c2cc3c(cc21)OCO3	-3	8	-8	-9	4	4	-2	-33	2
COc1ccccc1N1CCN(S(=O)(=O)c2c(C)[nH]c(=O)[nH]c2=O)CC1	-7	4	-2	-5	0	13	-4	16	0
Cc1cc(N)ncc1[N+](=O)[O-]	-5	·	·	3	·	·	·	14	1
CC1CC(C)CN(C(=O)COC(=O)c2ccc[nH]c2=O)C1 (stereo not drawn)	-2	2	-6	-13	7	14	-11	5	3
CN1CCN(C=NC2=NN(c3cccc(C(F)(F)F)c3)CC2)CC1	-6	1	-5	21	-1	16	2	-31	0
CN(C(=O)COC(=O)c1cc(S(=O)(=O)N2CCCCC2)ccc1N1CCOCC1)C1CCS(=O)(=O)C1 (stereo not drawn)	-3	-2	-11	-8	2	0	-28	0	2
O=Cc1cn(-c2ccc(F)cc2)c2ccccc12	-11	5	3	0	5	27	-6	9	-3
C[n+]1cn(Cc2cc(Cl)ccc2OC(F)F)c2ccccc21	-5	4	1	-1	3	12	-4	18	2
Cc1ccc(C)c(-n2c(CNc3ccc(F)cc3)nnc2SCC(N)=O)c1	-4	-1	-12	15	6	11	-5	4	2
COc1ccc(S(=O)(=O)N2CCc3cc(OC)c(OC)cc3C2)cc1	0	3	8	-41	10	10	-6	12	4
COc1ccc(NS(=O)(=O)c2cccs2)cc1S(=O)(=O)N1CCOCC1	-5	5	-25	-4	12	5	3	9	-1
C#CCSc1nc(N)c2c(n1)OC(N)=C(C#N)C2c1cccnc1 (stereo not drawn)	4	2	-3	-9	5	1	1	-57	-109
COc1ccc(C2C(C#N)=C(N)N(c3ccccc3)C3=C2C(=O)CCC3)cc1Cn1cc([N+](=O)[O-])cn1 (stereo not drawn)	5	3	2	24	-1	13	12	-13	-21
O=C(C1CN(S(=O)(=O)c2ccccc2)CCN1S(=O)(=O)c1ccccc1)N1CCCCCC1 (stereo not drawn)	-4	5	5	0	8	7	3	19	-3
COc1ccc(C2Nc3ccccc3C(=O)N2Cc2ccco2)cc1COc1ccc(NC(C)=O)cc1 (stereo not drawn)	-2	3	-16	6	-6	7	1	i	-4
O=C(Cc1c[nH]c2ccccc12)OCC(=O)c1ccccc1	-10	-7	-11	-16	4	19	5	8	-3
CC1=C(C(N)=O)C(c2ccccc2)n2nc(-c3ccncc3)nc2N1 (stereo not drawn)	-1	6	13	13	4	1	11	0	-3
Cc1cccc(NC(=O)Nc2cccc(C)n2)n1	0	1	0	-13	-2	40	-2	7	-3
Cc1ccc(CC23CN4CCN(CC(C4)C2O)C3)c(C)c1 (stereo not drawn)	-18	-6	-7	-7	4	-2	-4	13	-1
COCCCNC(=S)N1CCN(c2nc(C)nc3sc4c(c23)CCCC4)CC1	0	6	-5	15	8	12	2	11	2
N#Cc1ccccc1NC(=O)COC(=O)/C=C/c1cn(-c2ccccc2)nc1-c1ccc(Cl)cc1	-3	·	·	2	·	·	·	-424	0
COC(=O)c1sccc1NC(=O)NC1CCCCC1	-6	28	-14	23	45	23	-20	8	0
O=C(CCS(=O)(=O)c1ccccc1)N1CCOCC1	-10	1	-5	5	4	-2	-20	18	0
Cc1ccc(N2C(=O)[C@@H]3[C@H](C2=O)C2CCCN2[C@@H]3C(=O)c2ccccc2)cc1 (stereo partly drawn)	-4	-7	-15	9	-1	-2	9	11	77
CC(=O)c1ccc(NC(=O)COC(=O)c2nc(Cl)ccc2Cl)cc1	-1	1	5	3	0	5	-7	24	2
Cn1c(=O)oc2cc(S(=O)(=O)Nc3ccc(Cl)cc3F)ccc21	-8	-5	-16	-10	1	28	-6	5	1
O=C(Nc1nc2c(s1)CCCC2)c1cccnc1	-5	16	36	11	49	35	2	-2	0
Cc1cccc(OCC(=O)NCC(=O)N/N=C/c2ccccc2)c1	-2	5	3	69*	2	22	6	5	3
(cont.)
SMILES	HKDC1 inhibitor	SENP8 block-1	SENP6 inh	PfG6PD inh	SENP7 block	NALP3 yeast inh	Apaf-1 inh	SENP8 block-2	SENP1 inh
O=C(c1cc(COc2ccc(F)cc2F)on1)N1C[C@H]2CC[C@H]1C2	-4	5	-7	1	-9	32	12	2	1
CC(=O)c1cc2c(cc1NC(=O)Cn1nc(-c3ccc(F)cc3)ccc1=O)OCO2	-1	-7	-29	-9	-11	13	17	-270	-1
Cc1ccc(S(=O)(=O)N2CCOCC2)cc1C(=O)N(C)CCOc1ccc(Cl)cc1	-4	-5	5	-5	3	11	12	21	1
CC(=O)Nc1cccc(OCCCNC(=O)c2ccc(C(C)(C)C)cc2)c1	2	2	-6	37	7	8	10	7	1
Cc1nnc(SCC(=O)N2c3ccccc3CC2C)[nH]c1=O (stereo not drawn)	-8	-6	-6	12	-3	2	-6	13	3
C=COCCNC(=S)Nc1ccccc1	-10	-1	3	-6	2	2	1	4	0
